HttQ103 aggreg – inhibitors of mutant huntingtin aggregate formation in PC12 cells; PC12 HttQ103-GFP aggregates, Acumen cytometry, 40 h; Potency, µM (doses to about 46.1 µM), for the others: top-dose activity change, negative = inhibition, actives largely listed as inhibitors; 1.1% of 220,000 active; further: potency means the concentration at half of the fitted maximal effect; on the % scale 0 is the no-effect control and ±100 the full control effect; nearly all actives have a fitted effect of over 60% in size
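Inducible Q103 Huntingtin exon 1–GFP PC12 line, 1500 cells/well in phenol red free DMEM with 5% equine and 5% calf serum. Tebufenozide 100 nM induced expression; compounds titrated; aggregates quantified by cytometry.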
SMN2 splice enh – increases expression of the SMN2 splice variant | 2.8% of 210,000 active | HEK293 SMN2-luciferase splicing reporter, luminescence, 30-36 h | Potency, µM (doses to about 46.1 µM), for inactives: top-dose activity change, positive = activation, most hits filed as activators; further: potency means the concentration at half of the fitted maximal effect; % of control where 0% means no effect; nearly all actives have a fitted effect of over 55% in size
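HEK293 cells carry an SMN2 […]–luciferase reporter in which exon 7 inclusion puts luciferase in frame. Cells were plated 10-12 h before compound addition, then incubated 30-36 h at 37C. ONE-Glo luminescence was read; sodium butyrate at 4.5 mM final served as control.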
HTT cytoprotect – Huntington cell model cytoprotection by ATP luminescence | PC12 HTT-Q103 induced, cytoprotection, ATP luminescence, 40 h | 0.14% of 230,000 active | Potency, µM (top dose mostly 56.4 µM), without a hit: cytoprotection (ATP increase), hits mostly activators;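 further: potency means the concentration at half of the fitted maximal effect; % of control where 0% means no effect; nearly all actives have a fitted effect of over 45% in size; toxic huntingtin expression switched on by the ecdysone agonist tebufenozide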
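PC12 cells with ecdysone-inducible HTT exon 1 Q103-GFP, induced with 100 nM tebufenozide and co-treated with library compounds in a dose series (1536-well, 1500 cells/well). Cytoprotection read as ATP content by ATPlite luminescence.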
IMPase Li cell – IMPase inhibition in cells with lithium potentiation. CHO-M1 cells, IP1 TR-FRET (IP-One), carbachol + lithium. Potency, µM (top dose mostly 59.4 µM), for inactives: at the highest dose activity, negative = IMPase inhibition, actives largely listed as inhibitors. 0.35% of 210,000 active. AID 1457;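 further: IP1 builds up when IMPase is blocked and the TR-FRET signal falls; potency means the concentration at half of the fitted maximal effect; plate controls were basal vehicle for no effect and high inhibitor control for full effect; nearly all actives have a fitted effect of over 50% in size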
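CHO cells stably expressing M1 receptor (2000/well, cultured 16–30 h) treated 30 min at 37C with compound plus low lithium. Cytosolic IP1 by TR-FRET (665/620 ratio and 620 channel) after 10 min lysis; AC50 by Hill fit.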
Lamin A splicing – changes lamin A minigene splicing in HeLa cells. HeLa LMNA splicing GFP/RFP minigene ratio, 48 h. Potency, µM (highest dose often 46.1 µM), without a hit: at the top dose ratio change, negative = inhibition, usual class: inhibitors. 0.01% of 200,000 active. AID 1487; active means well fitted inhibition curve with a large enough effect in the signal ratio, with a control signal flat, not every such curve was filed as active; inconclusive means small, poorly fitted or top-dose-only effect, or effect the other way, or a change in a side signal; the % refers to the signal ratio; further: potency means the concentration at half of the fitted maximal effect; on the % scale 0 is the no-effect control and ±100 the full control effect
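S3 HeLa stable clones carrying a lamin A-EGFP splicing minigene plus DsRed2 were seeded at 600 cells/well in Opti-MEM with 2% FBS, pin-dosed and incubated 48 h at 37°C. Acumen cytometry (488 nm) gave the GFP/RFP total-intensity ratio.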
Luc counter – counter-screen: inhibitors of Kinase-Glo firefly luciferase; Q27757; Kinase-Glo luciferase, ATP luminescence, 8 min; Potency, µM (highest dose often 38.3 µM), without a hit: at the highest dose activity change, negative = inhibition, most hits filed as inhibitors; 0.28% of 200,000 active; further: potency means the concentration at half of the fitted maximal effect; on the % scale 0 is the no-effect control and ±100 the full control effect; nearly all actives have a fitted effect of over 60% in size
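Substrate mix (final 50 mM imidazole pH 7.2, 50 mM KCl, 7 mM MgCl2, 10 uM ATP, 0.01% Tween 20, 0.05% BSA) plus pin-tool compound, then Kinase-Glo detection mix; 8 min ambient, luminescence read.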
CBFb RUNX1 block – CBF-beta/RUNX1 interaction disruption; Q01196+Q13951; AlphaScreen CBFb-His/RUNX1-biotin binding, biochemical; Potency, µM (titrated, usually from 59.8 µM), for the others: at the highest dose activity, negative = inhibition, hits mostly inhibitors; 230,000 tested, under 10 active; further: % of control where 0% means no effect
Target sequence (Q01196 whole entry, looked up): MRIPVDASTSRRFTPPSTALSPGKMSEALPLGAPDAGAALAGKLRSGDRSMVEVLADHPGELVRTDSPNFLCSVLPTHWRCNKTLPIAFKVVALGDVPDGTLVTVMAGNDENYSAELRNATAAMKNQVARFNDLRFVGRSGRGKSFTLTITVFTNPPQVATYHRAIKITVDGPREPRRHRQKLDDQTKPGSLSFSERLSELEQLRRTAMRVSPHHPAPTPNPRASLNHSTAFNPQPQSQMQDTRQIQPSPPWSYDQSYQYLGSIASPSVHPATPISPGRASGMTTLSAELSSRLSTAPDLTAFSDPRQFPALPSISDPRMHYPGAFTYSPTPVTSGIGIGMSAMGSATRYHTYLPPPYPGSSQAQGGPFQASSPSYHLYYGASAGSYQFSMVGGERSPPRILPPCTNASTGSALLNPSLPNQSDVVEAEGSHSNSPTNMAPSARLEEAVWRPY
Target sequence (Q13951 whole entry, looked up): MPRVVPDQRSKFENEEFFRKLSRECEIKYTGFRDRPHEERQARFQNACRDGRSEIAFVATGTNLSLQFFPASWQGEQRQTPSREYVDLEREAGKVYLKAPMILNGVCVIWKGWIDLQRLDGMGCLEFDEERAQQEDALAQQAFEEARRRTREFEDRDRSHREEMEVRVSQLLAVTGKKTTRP
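AlphaScreen binding: CBFb-His and RUNX1-biotin (30 nM each) preincubated 20 min, compound added for 15 min, then nickel and streptavidin beads for 90 min, all at room temperature. Disruption of the interaction by any mechanism counts as activity.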
Starred values were filed as active, the others as inactive; ? = inconclusive; . = no result given; [ ] = another dose, or the depositor's remark. Unless noted, the call rests on the fitted dose curve; in most records, active means well fitted curve in the direction sought with a large enough effect; inconclusive means small, poorly fitted or top-dose-only effect, or another doubt; inactive means no such curve, though single readings can be large; an effect the other way counts as inactive or inconclusive. Rows are unselected, and some 4% of all compounds hit somewhere here.

| SMILES | HttQ103 aggreg | SMN2 splice enh | HTT cytoprotect | IMPase Li cell | Lamin A splicing | Luc counter | CBFb RUNX1 block |
| --- | --- | --- | --- | --- | --- | --- | --- |
| COc1ccccc1NC(=O)CSc1nnc(C2CCCCC2)o1 | -14% | 2% | -5% | -19%[38.3 µM] | 9% | -2% | 15% |
| O=C1CSC(=Nc2ccccc2)N1Cc1ccccc1 | 4% | -20% | ? | 2% | . | -2% | 10% |
| CC(=O)NC(=S)Nc1ccc2oc(=O)ccc2c1 | -8%[9.22 µM] | . | -17%[10 µM] | . | . | . | 21% |
| S=C(Nc1ccc(Cl)cc1)N1CCN(C2CCCCC2)CC1 | ? | -16% | -7% | -10%[38.3 µM] | ? | -1% | 4% |
| COc1ccc(Br)cc1/C=c1\sc2nc(-c3ccco3)nn2c1=O | 5% | -7% | 15%[10 µM] | 6%[38.3 µM] | 7% | 1% | ? |
| c1ccc(COCc2ccccc2)cc1 | . | -4% | 2% | -1% | . | . | -1%[21.7 µM] |
| C#CCn1cc(/C=N/NC(=O)COc2cccc3cccnc23)c2ccccc21 | -4% | 8% | 27%[10 µM] | -1% | 2% | -4% | 4% |
| CC(=O)Nc1c(C(=O)O)oc2ccccc12 | 12% | -5% | -12% | 0%[38.3 µM] | 1% | 2% | 3% |
| COc1ccccc1CCNS(=O)(=O)c1cn(C)c(=O)n(C)c1=O | -9%[9.22 µM] | . | 13%[10 µM] | . | . | . | 18% |
| Cc1ccc2c(C)c(C(=O)Nc3c(C)n(C)n(-c4ccccc4)c3=O)oc2c1C | -14% | 2% | . | -9% | ? | 0% | 2% |
| c1ccc(CNC2=NCCCCC2)cc1 | 5% | 11% | 8%[10 µM] | 7%[38.3 µM] | 5% | 0% | 1% |
| COc1cccc(/C=C/C(=O)NCCc2ccc3c(c2)OCCO3)c1 | -4% | -29% | -16%[10 µM] | -7% | -15% | 1% | -6% |
| O=C(Cn1nc(-c2ccccc2)c2ccccc2c1=O)NCC1CCCO1 (configuration not stated) | 8% | -7% | 0% | 7%[38.3 µM] | 3% | -2% | 3% |
| CCN(CCC#N)c1ccc(/C=N/Nc2nc(C)cc(=O)[nH]2)c(C)c1 | 7% | . | 4%[10 µM] | . | -12% | . | -1% |
| CC(OC(=O)CCC(=O)c1cccs1)C(=O)Nc1ccccc1[N+](=O)[O-] (configuration not stated) | ? | -37% | -37% | 2% | 39%[9.22 µM] | 3% | ? |
| O=C(CSc1ccc(-c2ccccn2)nn1)N1CCCC1 | 6% | -30% | -22% | -7% | -9%[46 µM] | -2% | ? |
| Cc1cc2nc(SCCOC(=O)Nc3ccccc3)nc(C)c2cc1C | -13% | -23% | -38%[10 µM] | 8% | ? | 2% | 17% |
| CC(CC(=O)O)CC(=O)Nc1nncs1 (configuration not stated) | 1%[9.22 µM] | . | -5%[10 µM] | . | . | . | 0% |
| CCCCc1cc2c(cc1NC(=O)CN1CCCCC1)OCCO2 | -5%[9.22 µM] | . | 13%[10 µM] | . | . | . | 9% |
| O=C(Cn1nnc(-c2cccs2)n1)Nc1ccccc1C(F)(F)F | 12% | 8% | -6% | -6% | 8%[9.22 µM] | -2% | -5% |
| Fc1ccc(-n2c(-c3ccc4ccccc4n3)n[nH]c2=S)cc1 | 15%[9.22 µM] | . | 32%[10 µM] | 3% | ? | -1% | 0% |
| CCCn1c(C)cc(C(=O)COc2ncnc3sccc23)c1C | -5% | 11µM* | -48%[inhibitor][10 µM] | 5%[38.3 µM] | 7% | 1% | -10% |
| NC(=O)C1CC(=O)N(c2ccc(OCc3ccc(Cl)cc3Cl)cc2)C1 (configuration not stated) | -16%[9.22 µM] | . | -1%[10 µM] | 7% | . | -3% | 4% |
| COc1ccc(OC)c(-c2cc(C(=O)Nc3c(C)n(C)n(-c4ccccc4)c3=O)no2)c1 | 14% | -10% | -4% | -13%[38.3 µM] | -8% | -4% | -1% |
| O=C(Nc1ccc(Cc2ccc(NC(=O)C3CC3)cc2)cc1)C1CC1 | 8% | -25% | -16% | 6% | ? | 0% | 5% |

A few values from the list:
CBFb RUNX1 block result of O=C1CSC(=Nc2ccccc2)N1Cc1ccccc1 = 10%
IMPase Li cell result of CC(=O)Nc1c(C(=O)O)oc2ccccc12 = 0%[38.3 µM]

Later entries:
| SMILES | HttQ103 aggreg | SMN2 splice enh | HTT cytoprotect | IMPase Li cell | Lamin A splicing | Luc counter | CBFb RUNX1 block |
| --- | --- | --- | --- | --- | --- | --- | --- |
| COC(=O)CCCc1nc2ccccc2s1 | 3% | -7% | -22%[0.074 µM] | -3%[38.3 µM] | 0% | -1% | 2% |
| Cc1ccc(C(=O)C2CCN(C(=S)NCC3CCCO3)CC2)cc1 (configuration not stated) | -4%[9.22 µM] | . | 12%[10 µM] | -1% | -3%[46 µM] | -2% | 1% |
| CSc1ccccc1NC(=O)CSc1n[nH]c(C)c1[N+](=O)[O-] | 9% | 1% | -34%[inhibitor] | 2% | . | 2% | -1% |
| CCc1sc(C(=O)NCc2cc(C)n(C)n2)cc1Br | -13% | -43%[inhibitor] | -36% | 4%[38.3 µM] | ? | -11% | 3% |
| CCOC(=O)c1sc(NC(=O)CSc2nc3ccccc3o2)c(C(=O)OCC)c1C | 5% | -18% | 0%[10 µM] | -29% | -4% | 3% | -7% |
| O=C(c1cnn2ccccc12)N1CCN(C2CCCCC2)CC1 | 1% | 11% | -6% | -8%[38.3 µM] | 2% | -1% | 2% |
| CCOc1ccccc1CN1CCN(C2CCOCC2)CC1CCO (configuration not stated) | 4%[9.22 µM] | . | 10%[10 µM] | 15% | . | -1% | -1% |
| CN1c2ccccc2C(C)(C)C12CC(CCl)=NO2 (configuration not stated) | 10% | 2% | -47%[inhibitor] | -2%[38.3 µM] | -5% | -5% | -1% |
| O=C(CSc1ccccc1C(=O)O)Nc1cccc(C(=O)O)c1 | 1% | -2% | 15% | -15%[38.3 µM] | 3% | -1% | 7% |
| O=C1N=C(N2CCCC2)S/C1=C\c1cn[nH]c1-c1ccccc1 | -5% | 9% | . | -5% | -4% | -1% | 2% |
| C#CCOc1c(Br)cc(/C=N\NC(=O)CN2CCOCC2)cc1OCC | 17% | -28% | -10% | 21%[38.3 µM] | -2% | 2% | 1% |
| C=CCNC(=S)NNC(=O)c1ccccc1OCC | 0% | 9% | 2%[10 µM] | 2% | . | -3% | -1% |
| CN(c1ccccc1)S(=O)(=O)c1ccc(Cl)nc1 | 1% | 22% | -21% | 4% | -2%[46 µM] | -1% | 13% |
| O=[N+]([O-])c1ccc(N2CCN(CC(O)COc3ccccc3)CC2)cc1 (configuration not stated) | -10%[9.22 µM] | . | -12%[10 µM] | -5% | . | -3% | -16% |
| COc1ccccc1N1CCN(C(=O)CSc2ncccc2-c2nc3ccccc3[nH]2)CC1 | -26% | -35%[inhibitor] | -26%[10 µM] | 15%[38.3 µM] | -6% | 14% | -10% |
| CCN(CC)CCN(Cc1cc2cc3c(cc2[nH]c1=O)OCCO3)C(=O)NC1CCCCC1 | -4% | ? | 6% | 27%[38.3 µM] | 4% | -4% | 1% |
| COCCn1c(=O)c(-c2cn(C)c3ccccc23)nc2cnc(Oc3ccccc3)nc21 | . | -4% | ? | 5% | . | 0% | . |
| Cc1c(-c2ccccc2)cn2c1-c1ccc(C)n1CC2 | 26% | -13% | -4% | -6%[38.3 µM] | 6% | -3% | -9% |
| CCOC(=O)c1c(N)sc(C(O)(C(F)(F)F)C(F)(F)F)c1-c1ccc(F)cc1 | -7% | -11% | -19% | 2%[38.3 µM] | 1% | -2% | -3% |
| CCN1CCN(C(CNC(=O)c2ccc3c(c2)OCO3)c2cccnc2)CC1 (configuration not stated) | 14% | 10% | 10% | 0% | -12% | 4% | 0% |
| CCN(Cc1ccncc1)C(=O)CC1C(=O)NCCN1Cc1ccc(F)c(F)c1 (configuration not stated) | -44%[9.22 µM] | . | -16%[10 µM] | 1% | . | . | 11% |
| Cn1cc(CN2CCCCC2CO)c(-c2ccc(Oc3ccccc3)cc2)n1 (configuration not stated) | -15%[9.22 µM] | . | -8%[10 µM] | 7% | 1%[46 µM] | -5% | 6% |
| Cc1cccc(-n2ccnc2SCC(=O)Nc2ccc3c(c2)OCCO3)c1 | -9% | ? | 2%[10 µM] | ? | -19% | 8% | -24% |
| CCNC(=O)N1CCN(CCCC(c2ccc(F)cc2)c2ccc(F)cc2)CC1 | 12% | -44%[inhibitor] | -7% | 26% | ? | -9% | 28% |
| CN(C)c1ccc(NC(=O)CN2CCC(C(=O)c3ccc(F)cc3)CC2)cc1 | -10% | -12% | -16% | 7%[38.3 µM] | 9% | -2% | -14% |

2 records picked at random from the list so far:
| SMILES | HttQ103 aggreg | SMN2 splice enh | HTT cytoprotect | IMPase Li cell | Lamin A splicing | Luc counter | CBFb RUNX1 block |
| --- | --- | --- | --- | --- | --- | --- | --- |
| C=CCNC(=S)NNC(=O)c1ccccc1OCC | 0% | 9% | 2%[10 µM] | 2% | . | -3% | -1% |
| O=C1N=C(N2CCCC2)S/C1=C\c1cn[nH]c1-c1ccccc1 | -5% | 9% | . | -5% | -4% | -1% | 2% |

(cont.)
Value order: HttQ103 aggreg | SMN2 splice enh | HTT cytoprotect | IMPase Li cell | Lamin A splicing | Luc counter | CBFb RUNX1 block
COc1cc(/C=N/Nc2ccc(C(=O)O)cc2)cc(OC)c1OC
→ 2%[9.22 µM] | . | 9%[10 µM] | . | . | . | 0%
COc1ccc(NC(=O)c2ncn[nH]2)cc1
→ -18% | 11% | -29% | -14%[38.3 µM] | -5% | -8% | -2%
COc1cccc(C(=O)NCCCn2ccnc2)c1
→ 5% | 3% | -24% | 1% | . | -1% | -2%
COc1cccc(NC(=S)N(CCN(C)C)C(C)c2cccnc2)c1 (configuration not stated)
→ -28% | -11% | -12% | -1% | -11%[46 µM] | -2% | 1%
O=[N+]([O-])c1ccc2oc(-c3cccc(O)c3)nc2c1
→ -4%[9.22 µM] | . | -7%[10 µM] | -4% | . | . | -2%
CCOC(=O)c1cnn(-c2ccccc2)c1N
→ -35% | 1% | -2% | 21%[38.3 µM] | 4% | -3% | 10%

Bioassay records as filed in PubChem BioAssay.
